Assay outcomes deposited in PubChem by several laboratories.
HePTP inh: blocks human HePTP tyrosine phosphatase. 0.64% of 110,000 active. inhibition, % at 20 µM. recombinant HePTP phosphatase activity, OD absorbance. P35236; in the data active = inhibition above about 50%;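 also: plate controls were vehicle for no effect and reference inhibitor for full effect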
Target sequence (P35236 whole entry, looked up): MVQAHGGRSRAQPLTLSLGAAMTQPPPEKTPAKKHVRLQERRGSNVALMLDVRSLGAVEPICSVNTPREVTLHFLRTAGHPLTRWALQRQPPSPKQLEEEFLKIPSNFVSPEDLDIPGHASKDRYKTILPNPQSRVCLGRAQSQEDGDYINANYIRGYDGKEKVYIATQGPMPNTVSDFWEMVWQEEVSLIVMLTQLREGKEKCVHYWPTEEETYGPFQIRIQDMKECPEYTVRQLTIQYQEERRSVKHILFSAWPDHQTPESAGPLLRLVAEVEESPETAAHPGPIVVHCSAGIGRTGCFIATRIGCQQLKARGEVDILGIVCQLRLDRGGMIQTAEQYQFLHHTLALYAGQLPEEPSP
BAP1 block: human BAP1 deubiquitinase inhibition. recombinant BAP1, Ub-AMC hydrolysis fluorescence kinetic; active compounds read low. activity remaining (% of control), % at 20 µM. 0.48% of 72,000 active;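 active = activity remaining at or below 50% of control, provided the compound also passes the data quality filters; inactive = the rest, including low values that fail the filters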;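 also: 100% = DMSO wells rate and 0% = substrate alone blank rate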
Target sequence (Q92560 whole entry, looked up): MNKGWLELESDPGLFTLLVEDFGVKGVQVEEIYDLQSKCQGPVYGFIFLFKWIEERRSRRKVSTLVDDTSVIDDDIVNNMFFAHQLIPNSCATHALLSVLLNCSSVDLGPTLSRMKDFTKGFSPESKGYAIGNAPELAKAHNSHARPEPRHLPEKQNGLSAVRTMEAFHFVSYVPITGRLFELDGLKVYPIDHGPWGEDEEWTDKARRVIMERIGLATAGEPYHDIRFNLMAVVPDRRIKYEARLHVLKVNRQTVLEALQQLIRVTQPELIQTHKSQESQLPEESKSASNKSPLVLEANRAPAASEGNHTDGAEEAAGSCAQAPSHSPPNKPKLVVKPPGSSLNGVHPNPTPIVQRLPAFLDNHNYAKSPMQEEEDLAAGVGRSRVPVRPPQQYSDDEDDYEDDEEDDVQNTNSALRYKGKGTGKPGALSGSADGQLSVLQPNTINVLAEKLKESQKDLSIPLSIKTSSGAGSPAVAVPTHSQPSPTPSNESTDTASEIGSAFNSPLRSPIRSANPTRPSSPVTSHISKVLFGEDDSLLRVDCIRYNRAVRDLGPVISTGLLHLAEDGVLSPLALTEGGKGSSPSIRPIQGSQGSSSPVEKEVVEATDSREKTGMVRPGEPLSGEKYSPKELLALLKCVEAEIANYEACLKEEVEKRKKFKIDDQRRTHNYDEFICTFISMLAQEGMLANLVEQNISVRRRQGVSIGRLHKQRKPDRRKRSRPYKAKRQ
An asterisk follows results filed as active; · = not tested or not shown; & = joins results of further samples.

cpd	canonical_smiles	HePTP inh	BAP1 block
1	O=C(NCc1nc2ccccc2[nH]1)c1ccco1	0	99
2	Cc1ccc(Oc2nc(-c3ccncc3)nc3ccccc23)cc1	-4	·
3	O=C(C1CCN(S(=O)(=O)N2CCC3(CC2)OCCO3)CC1)N1CCC(Cc2ccccc2)CC1	5	107
4	Cc1cc(C)nc(SCC(=O)N(c2ccccc2)c2ccccc2)n1	5	·
5	COc1cccc(C(c2nnnn2Cc2ccccc2)N2CCN(C3CCCC3)CC2)c1OC (stereo not given)	6	91
6	Clc1ccc(CN2CCN(C3CCN(Cc4ccccc4)CC3)CC2)cc1	-2	·
7	COc1cc(/C=C2/SC(=S)N(c3cccc(Cl)c3)C2=O)cc(OC)c1O	4	·
8	CCc1ccc(/C=N/N2CCN(Cc3cccc4ccccc34)CC2)cc1	0	·
9	COc1ccc(C(=O)N/C(=C\c2ccccc2)C(=O)NCCCN(C)C)cc1	-2	·
10	COc1cccc(Cn2c(NCc3ccccn3)nc3c2c(=O)n(C)c(=O)n3C)c1	3	83
11	Clc1ccccc1C1=Nn2c(nnc2-c2ccncc2)SC1	-2	95
12	CCOC(=O)c1cccc(NC(=O)Cn2cc3c(n2)CCC(C)C3)c1 (stereo not given)	4	78
13	C/C(O)=C(\C#N)c1nnc2n1CCCCC2	4	105
14	COCC(C)n1c(SCC(=O)N2CCCCC2)nc2ccccc2c1=O (stereo not given)	3	97
15	Cc1c(C(N)=O)sc(N)c1C(=O)OC(C)C	-9&4	92
16	CCOc1cc(C2NC(=O)NC(C)=C2C(=O)OCC2CCCCC2)ccc1O (stereo not given)	·	82

Part of the list above in order of length of the SMILES, falling:
cpd	canonical_smiles	HePTP inh	BAP1 block
10	COc1cccc(Cn2c(NCc3ccccn3)nc3c2c(=O)n(C)c(=O)n3C)c1	3	83
9	COc1ccc(C(=O)N/C(=C\c2ccccc2)C(=O)NCCCN(C)C)cc1	-2	·
16	CCOc1cc(C2NC(=O)NC(C)=C2C(=O)OCC2CCCCC2)ccc1O (stereo not given)	·	82
11	Clc1ccccc1C1=Nn2c(nnc2-c2ccncc2)SC1	-2	95

Other entries
cpd	canonical_smiles	HePTP inh	BAP1 block
17	Cc1cc(=O)n2[nH]c(-c3cccc(F)c3)cc2n1	-7	·
18	CCCn1c(SCC(=O)c2cc(OC)ccc2OC)nnc1C(C)C	2	111
19	O=C1C=CC(=O)N1c1ccc(Cl)cc1[N+](=O)[O-]	4	·
20	Cc1cccc2c(=O)cc(C)n(CC(=O)N3CCOCC3)c12	2	99
21	CCN(CC)/C(=N/O)NC(=O)NS(=O)(=O)c1ccc(C)cc1	11	128
22	CCc1c(O)nc(SCC(=O)N2CCOCC2)n(-c2ccccc2)c1=O	8&10	83
23	O=C(O)CCCC(=O)Nc1ccc(Br)cc1C(=O)O	10	78
24	CC(=O)c1c(C)oc2ccc(NS(=O)(=O)c3ccccc3C)cc12	-17	·
25	COC(=O)c1[nH]c2cc(OC)ccc2c1N	4	·
26	CCOc1ccccc1NC(=O)CSc1nccn1-c1ccccc1	-1	97
27	Cc1cc2c3nonc3ccc2n1-c1ccccc1	-2	·
28	COc1cccc(OC)c1C(=O)Nc1nc2ccc(S(C)(=O)=O)cc2s1	10	79
29	O=C1CSC(c2cccc(F)c2)N1c1ccccc1F (stereo not given)	10	107
30	COc1ccccc1N=c1oc2c(OC)cccc2cc1C(=O)NCc1ccco1	3	82
31	COc1ccc2oc(=O)c(-c3csc(/N=C/c4ccccc4O)n3)cc2c1	26	·
32	CCOC(=O)c1[nH]c(C)c(C(=O)NC)c1C	8	97
33	CC1=CC(C)(C)NC(=S)N1c1ccc2ccccc2c1	3	·
34	CCCOc1ccc(CSC(CC(=O)O)C(=O)O)cc1 (stereo not given)	7	74
35	CCCC[n+]1c(C)sc2ccccc21	·	84
36	CCCc1nc(SCC(=O)N2CCC(Cc3ccccc3)CC2)c2c(=O)n(C)c(=O)n(C)c2n1	1	74
37	CCOC(=O)Nc1ccc2c(c1)N(C(=O)NC)c1ccccc1CC2	6	·
38	c1ccc(-c2noc(COc3ccc4c(c3)OCO4)n2)cc1	6	116
39	CCCN1C2=C(C(=O)CCC2)C(c2ccc(O)c(Br)c2)C2=C1CCCC2=O	4	85
40	COc1ccc(CCNS(=O)(=O)c2ccc([N+](=O)[O-])cc2)cc1	6	·
41	COc1ccc(CC(=O)OCc2cc3ccccc3[nH]c2=O)cc1	-8	95
42	CC1=CC(C)(C)N=C(NC#N)N1	-3	111
43	CC(C)(O)P(C)(=O)c1ccccc1 (stereo not given)	3	96
44	CS(=O)(=O)c1ncn(-c2ccccc2)n1	·	111
45	CCOC(=O)c1cnn(-c2nc(C)nc3sc4c(c23)CCC4)c1N	4	94
46	O=Cc1ccc(OC(=O)c2sc3ccccc3c2Cl)cc1	-8	·
47	O=C(COc1ccccc1[N+](=O)[O-])Nc1cccc(-c2nc3ncccc3o2)c1	6	·
48	Cc1c(N=C2C(=O)Nc3ccccc32)c(=O)n(-c2ccccc2)n1C	-10	92
49	CC(=O)C1C(c2ccccc2F)c2c(n[nH]c2C)CC1(C)O (stereo not given)	3	·
50	O=C(CSc1nc2sc3c(c2c(=O)n1Cc1ccco1)CCC3)N1CCc2ccccc21	8	143
51	Cn1c(Cn2c(=O)sc3ccccc32)nnc1SCc1ccc(F)cc1	9	96
52	COc1ccccc1C1c2c(oc3ccc(Cl)cc3c2=O)C(=O)N1c1cc(C)on1 (stereo not given)	15	82
53	O=c1oc2ccc([N+](=O)[O-])cc2cc1-c1nc2ccccc2o1	-4	·
54	Cc1ccc(-c2nc(CS(=O)CC(=O)NCCN(CC(C)C)CC(C)C)c(C)o2)cc1 (stereo not given)	3	107
55	Cc1cc(C)n(-c2nc(N(c3ccccc3)c3ccccc3)nc(-n3nc(C)cc3C)n2)n1	1	·
56	COC(=O)C1=C(C)NC(C)=C(C(=O)OC)C1c1ccc(Br)cc1	5	·
57	Cc1cccc(OCc2nnc(SCC(=O)Nc3sc(C)c(C)c3C#N)n2C)c1	-3	98
58	COc1ccc(CN(C(=O)c2oc3ccccc3c2C)C2CCS(=O)(=O)C2)cc1 (stereo not given)	-7	81
59	COc1cc(S(=O)(=O)NC2CCCC2)ccc1Cl	8	111
60	CCOc1ccc(/C=N/Nc2ccccn2)cc1	-12	·
61	Cc1cccc(/C(N)=N/OC(=O)c2ccc(Br)cc2)c1	-10	·
62	CCN1C(=O)/C(=C/c2cn(-c3ccccc3)nc2-c2cc3ccccc3n2C)SC1=S	3	·
63	Cc1ccnc(NC(=O)CCc2c(C)nc3ncnn3c2C)c1	3	95
64	COc1cc(C)c(N)cc1C(C)C	5	110
65	CC(=O)c1ccc(Nc2cc(C)nc3ncnn23)cc1	-10	·
66	Fc1ccc(Cn2nnnc2CN2CCc3ccccc3C2)cc1	4	104
67	COc1ccc(/C=C/C(=O)c2ccc(Cl)cc2)cc1OC	12	·
68	CC(=O)NC1=NC(=O)/C(=C\c2cccs2)S1	-7	·
69	COc1cc(/C=C2\SC(=S)N(Nc3ccccc3)C2=O)cc(OC)c1OC	4	·
70	COc1cc(C=C2C(=O)NC(=O)NC2=O)ccc1OCCO	-8	·
71	CCN(CC)C(=O)c1ccc(O)c(OC)c1	2	110&88
72	O=C(NCc1ccccn1)C(=O)Nc1ccc(Oc2ccccc2)cc1	-2	·

Carrying on.
cpd	canonical_smiles	HePTP inh	BAP1 block
73	COc1ccc(Cl)cc1N(C)C(=O)CCNC(=O)Cn1cnc2ccccc2c1=O	-4	88
74	CC(=O)N(c1ccc2oc(=O)sc2c1)S(=O)(=O)c1cccs1	12	99
75	CC1(C)OC(=O)C(=CNn2cnc3ccccc3c2=O)C(=O)O1	4	112
76	CC(=O)Oc1ccc(CCC(C)OC(C)=O)cc1 (stereo not given)	6	91
77	S=C(Nc1ccccc1)Nc1ccc(-c2ccc(NC(=S)Nc3ccccc3)cc2)cc1	-5	·
78	CCOP(=O)(OCC)c1nc2c(C)cccc2c(Nc2ccccc2C)c1Cl	0	·
79	CC(=O)Oc1ccc2occ(C(=O)c3cccs3)c2c1	10	79
80	CCOC(=O)c1c(NC(=O)COC)sc(C(C)=O)c1C	6	56

4 compounds picked at random from those above, as already listed:
cpd	canonical_smiles	HePTP inh	BAP1 block
37	CCOC(=O)Nc1ccc2c(c1)N(C(=O)NC)c1ccccc1CC2	6	·
34	CCCOc1ccc(CSC(CC(=O)O)C(=O)O)cc1 (stereo not given)	7	74
30	COc1ccccc1N=c1oc2c(OC)cccc2cc1C(=O)NCc1ccco1	3	82
53	O=c1oc2ccc([N+](=O)[O-])cc2cc1-c1nc2ccccc2o1	-4	·

(continued)
cpd	canonical_smiles	HePTP inh	BAP1 block
81	C/C(=N\NC(=O)c1ccc(C(C)(C)C)cc1)c1ccc(C)o1	-5	·
82	COc1ccc(CC(=O)N2N=C(C)CC2(O)c2ccc(Cl)cc2)cc1OC (stereo not given)	4	·
83	Cc1ccc2oc(-c3cccc(NC(=S)NC(=O)c4ccco4)c3C)nc2c1	-18	·
84	CC1=C(C(=O)OCc2ccc(C)cc2)C(c2ccc(O)cc2)NC(=O)N1 (stereo not given)	-2	67
85	Brc1ccc(-c2nnc(-c3ccc4c(c3)OCO4)o2)o1	1	·
86	CCOC(=O)c1sc2nc3n(c(=O)c2c1C)CCCCC3	6	100
87	Nc1ccc2nc(SCCOc3ccccc3)sc2c1	2	·
88	CCCCNCCCCCOc1ccc(C)c(C)c1	-13	·
89	CC(=O)NCCN=Cc1sc2ccccc2c1O	0	·
90	CN1CCN(CCC(=O)Nc2ccc(OCc3ccccc3)cc2)CC1	10	96
91	CC(=O)c1ccccc1OC(=O)c1ccco1	5	92
92	Cc1cc(C=C2C(=O)c3ccccc3C2=O)c(C)n1-c1cccc([N+](=O)[O-])c1	-8	·
93	O=C(CCSCCC(=O)N1CCCC1)N1CCCC1	10	142
94	Cn1cnnc1SCC(=O)N1c2ccccc2-c2c(ssc2=S)C1(C)C	2	95
95	Cc1nn(C(=O)c2ccc3c(c2)OCO3)c(N)c1-c1ccccc1	18	94
96	CCC(Sc1ncnc2c1nnn2-c1ccc(F)cc1)C(=O)OC (stereo not given)	4	106
97	CS(=O)(=O)N(CC(=O)Nc1cccc(C(F)(F)F)c1)c1ccc(Cl)cc1	-5	·
98	Cc1cc(OC(C)C)c2c(-c3ccccc3)cc(=O)oc2c1	5	·
99	O=C(/C=C/c1ccc(F)cc1)Nc1cccc(Br)c1	2	·
100	Cc1ccc(C(=O)N/C(=C\c2ccco2)C(=O)Nc2ccccc2C)cc1	8	·
101	CCOc1cc(/C=C2/SC(=S)N(C)C2=O)ccc1OC(=O)c1ccc(F)cc1	-7	·
102	C/C(=N\NC(=O)c1cccc([N+](=O)[O-])c1)c1ccncc1	-5	·
103	O=C(Nc1cccc([N+](=O)[O-])c1)c1ccccc1C(F)(F)F	5	·
104	Oc1ccccc1C(=S)N1N=C(c2ccccc2)CC1(O)C(F)(F)F (stereo not given)	6	·
105	CN(C)c1oc(-c2ccccc2)nc1S(=O)(=O)c1ccccc1	·	85
106	c1ccc(-c2nnc(N3CCOCC3)nc2-c2ccccc2)cc1	1	88
107	OCc1cc(CO)c(O)c(CCc2ccccc2)n1	-15	·
108	CCN(CC)S(=O)(=O)c1ccc(NC(=O)c2ccco2)cc1	-6	·
109	COCCn1c(C)cc(C(=O)COC(=O)CCN2C(=O)c3ccccc3C2=O)c1C	3	115
110	O=C1c2ccccc2C(Nc2cccc(C(F)(F)F)c2)N1Cc1ccco1 (stereo not given)	-1	65
111	CCOC(=O)c1[nH]nc2c1C(=O)N(c1cccc([N+](=O)[O-])c1)C2=O	4	·
112	CCN(CC)c1nc(C#N)nc(N(CC)CC)n1	14	85

Copied from above, nos. 108–112
cpd	canonical_smiles	HePTP inh	BAP1 block
108	CCN(CC)S(=O)(=O)c1ccc(NC(=O)c2ccco2)cc1	-6	·
109	COCCn1c(C)cc(C(=O)COC(=O)CCN2C(=O)c3ccccc3C2=O)c1C	3	115
110	O=C1c2ccccc2C(Nc2cccc(C(F)(F)F)c2)N1Cc1ccco1 (stereo not given)	-1	65
111	CCOC(=O)c1[nH]nc2c1C(=O)N(c1cccc([N+](=O)[O-])c1)C2=O	4	·
112	CCN(CC)c1nc(C#N)nc(N(CC)CC)n1	14	85

(cont.)
cpd	canonical_smiles	HePTP inh	BAP1 block
113	O=C1CCCc2c1cc(C(=O)Nc1ccc(Cl)cn1)c(=O)n2-c1ccccc1	2	66
114	COc1ccccc1C(c1nnnn1CS(=O)(=O)c1ccc(C)cc1)N1CCSCC1 (stereo not given)	12	78
115	COc1ccc(S(=O)(=O)Cc2ccc(C(=O)N3CCN(C(=O)c4ccco4)CC3)o2)cc1	5	106
116	c1ccc2c(c1)CC(N1CCCCC1)c1ccccc1N2 (stereo not given)	9	96
117	CC(C)Cc1nc(N2CCN(C(=O)C(C)C)CC2)c(C#N)c2c1CCC2	4	298
118	CCOc1ccc2nc(NC(=O)COc3ccccc3C)sc2c1	9	·
119	CCn1c2ccccc2c2nnc(SCC(=O)NC(C)c3ccccc3)nc21 (stereo not given)	15	·
120	O=C(Nc1ccc(-c2nc3ncccc3o2)cc1)c1ccc(-c2ccc(F)cc2)o1	·	404
121	Cc1cccc(/C(N)=N/OC(=O)COc2ccc(Br)cc2)c1	6	·
122	Cc1cc(C)n(C(=O)c2ccc(S(=O)(=O)NCC3CCCO3)cc2)n1 (stereo not given)	11	106
123	COc1ccc(C(=O)CC(Nc2ccc([N+](=O)[O-])cc2)c2ccc(OC)cc2)cc1 (stereo not given)	-8	·
124	COCCOC(=O)C1=C(C)NC(=O)NC1c1cccc([N+](=O)[O-])c1 (stereo not given)	·	81
125	CC(=O)C(C(C)=O)c1cc(NS(=O)(=O)c2ccc(C)cc2)c2ccccc2c1O	2	·
126	C=CCOc1cccc(/C=N/NC(=O)CC(=O)NC2CCCCC2)c1	2	·

Rows were taken by chance. About 0.95% of those tested had a hit in this group.
